TcdB inh: TcdB glycohydrolase inhibitors, primary screen, biochemical, single point, plate reader; inhibition, % at 9.99 µM; 350,000 compounds, 0.24% hits; TcdB glycohydrolase enzymatic assay; Toxin B (Clostridioides difficile), P18177; in the data active = inhibition above about 10%
FBA Mtb inh: Mtb FBA enzyme inhibitors, primary screen, biochemical, fluorescence, strain H37Rv; Fructose-bisphosphate aldolase (Mycobacterium tuberculosis (strain ATCC 25618 / H37Rv)), …; purified M. tuberculosis FBA, fluorescence read-out; inhibition, % at 1 µM; 360,000 compounds, 2.3% hits; in the data active = inhibition above about 27%;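 also: 0% = vehicle and 100% = reference inhibitor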
Target sequence (P9WQA3 whole entry, looked up): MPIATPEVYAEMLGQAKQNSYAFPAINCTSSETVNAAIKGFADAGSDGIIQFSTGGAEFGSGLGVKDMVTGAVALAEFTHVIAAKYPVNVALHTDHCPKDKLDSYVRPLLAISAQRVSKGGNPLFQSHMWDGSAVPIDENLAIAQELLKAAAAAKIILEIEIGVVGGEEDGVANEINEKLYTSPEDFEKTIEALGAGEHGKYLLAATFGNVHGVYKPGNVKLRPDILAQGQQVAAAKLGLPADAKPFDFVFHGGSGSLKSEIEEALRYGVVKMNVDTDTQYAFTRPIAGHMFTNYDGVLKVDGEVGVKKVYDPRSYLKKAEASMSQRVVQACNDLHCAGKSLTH
GDH-TPI counter: GDH-TPI coupling enzyme inhibitors, primary screen, artefact control for M. tuberculosis FBA inhibitor project, biochemical, absorbance, full deck | AID 588335, 2011 | inhibition, % at 4.8 µM | 360,000 compounds, 1.2% hits | GDH-TPI coupled enzyme counterscreen, NADH absorbance; in the data active = inhibition above about 30%;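 also: 0% = DMSO wells and 100% = wells lacking the enzyme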
PfHsp40 yeast: rescue of yeast from PfHsp40 toxicity, primary screen, S. cerevisiae, ATP luminescence; AID 504582, 2011; growth rescue, % at 12.5 µM; S. cerevisiae expressing PfHsp40, growth rescue; 340,000 compounds, 0.68% hits; in the data active = growth rescue above about 28%, passing the limit was not always enough;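 also: yeast W303a lacking pdr1 and pdr3 grown in galactose medium; growth measured after three days at 30 °C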
Yp Topo-I inh: Yersinia pestis topoisomerase I inhibitors, primary screen, biochemical, cleavage product accumulation, plate reader, single point | 360,000 compounds, 0.064% hits | Y. pestis Topo-I cleavage product accumulation | AID 504884, 2011 | activity, % at 10 µM; in the data active = activity above about 50%, passing the limit was not always enough; also: inactives centre near 2
BH1578 lux ind: inducers of Vibrio cholerae quorum light production without autoinducers, primary screen, BH1578 luxS cqsA deficient, single point; 350,000 compounds, 0.16% hits; activation, % at 18.7 µM; V. cholerae BH1578 lux reporter, luminescence, 6 h; in the data active = activation mostly above about 9.7%, no sharp cut-off; also: not every result past the cut was called active; inactives centre near 0; reference of the scale not given here
BioA inh: M. tuberculosis BioA enzyme inhibitors, primary screen, biochemical, plate reader, single point, HTS. 360,000 compounds, 0.096% hits. inhibition, % at 9.99 µM. purified M. tuberculosis BioA enzyme; in the data active = inhibition above about 40%
FadD28 binding: inhibitors of FadD28 bisubstrate probe binding, primary screen, biochemical, fluorescence polarization, single point. inhibition, % at 12.5 µM. 360,000 compounds, 0.22% hits; in the data active = inhibition above about 8.5%, passing the limit was not always enough
Mtb UGM inh: M. tuberculosis UGM enzyme inhibitors, primary screen, biochemical, fluorescence polarization, single point | 320,000 compounds, 0.06% hits | UDP-galactopyranose mutase (Mycobacterium tuberculosis (strain ATCC 25618 / H37Rv)), … | purified UGM, fluorescence polarization probe displacement | inhibition, % at 10 µM; in the data active = inhibition above about 10%, passing the limit was not always enough
Target sequence (P9WIQ1 whole entry, looked up): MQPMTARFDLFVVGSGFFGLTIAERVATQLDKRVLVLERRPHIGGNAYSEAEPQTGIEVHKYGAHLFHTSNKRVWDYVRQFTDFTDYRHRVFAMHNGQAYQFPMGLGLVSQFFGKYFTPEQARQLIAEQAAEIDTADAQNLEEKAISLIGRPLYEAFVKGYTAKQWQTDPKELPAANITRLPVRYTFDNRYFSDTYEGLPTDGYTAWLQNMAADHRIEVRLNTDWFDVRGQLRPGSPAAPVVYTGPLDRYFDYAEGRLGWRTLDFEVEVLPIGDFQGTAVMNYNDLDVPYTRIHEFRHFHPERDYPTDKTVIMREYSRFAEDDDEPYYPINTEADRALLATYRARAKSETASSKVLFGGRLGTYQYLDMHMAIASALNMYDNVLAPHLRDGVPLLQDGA
* marks the source's active call; other numbers are inactive results; & = joins results of further samples.

How did CC1=C(C(=O)NC2CCC(C)CC2)C2(CCC(C)CC2)OC1=O (stereo not drawn) do in these assays?
TcdB inh: -0.5; FBA Mtb inh: 2; GDH-TPI counter: 7; PfHsp40 yeast: -0.8; Yp Topo-I inh: -3; BH1578 lux ind: -0.3; BioA inh: -3.6; FadD28 binding: -1.1; Mtb UGM inh: -2.2

How did COc1ccc(CCNC(=O)/C=C/c2ccco2)cc1OC do in these assays?
TcdB inh: 1.9; FBA Mtb inh: 1; GDH-TPI counter: 11; PfHsp40 yeast: -0.5; Yp Topo-I inh: 1; BH1578 lux ind: -0.3; BioA inh: 1.5; FadD28 binding: -1.6; Mtb UGM inh: 0.9

Results for Cn1nc([N+](=O)[O-])nc1Oc1ccc(C(C)(C)C)cc1 ?
TcdB inh: -0.1; FBA Mtb inh: 0; GDH-TPI counter: -1; PfHsp40 yeast: 1.1; Yp Topo-I inh: -4; BH1578 lux ind: -0.5; BioA inh: -0.6; FadD28 binding: -1.2; Mtb UGM inh: -0.6

Results for Cc1nn(CC(=O)N(CC(C)C)C2CCS(=O)(=O)C2)c(C)c1[N+](=O)[O-] (stereo not drawn) ?
TcdB inh: 2.0; FBA Mtb inh: -2; GDH-TPI counter: 7; PfHsp40 yeast: -1.0; Yp Topo-I inh: -1; BH1578 lux ind: inactive; BioA inh: -0.6; FadD28 binding: -1.9; Mtb UGM inh: 3.3

Results for CCC1(c2ccccc2)NC(=O)N(CC(=O)Nc2ccccc2C(=O)NC2CC2)C1=O (stereo not drawn) ?
TcdB inh: -1.8; FBA Mtb inh: -2; GDH-TPI counter: -1; Yp Topo-I inh: -5; BH1578 lux ind: 0.7; FadD28 binding: -3.5; Mtb UGM inh: 0.6

What do the screens show for `CN(C)c1ccc(N=Cc2ccco2)cc1`?
FBA Mtb inh: -2; GDH-TPI counter: 9; PfHsp40 yeast: 1.2; Yp Topo-I inh: -7; BH1578 lux ind: -0.2; BioA inh: -1.4; FadD28 binding: -1.3; Mtb UGM inh: -0.9

What do the screens show for `COC(=O)[C@H](C(C)C)N(Cc1ccccc1)S(=O)(=O)CCN1CCCC1`?
TcdB inh: 1.3; FBA Mtb inh: -2; GDH-TPI counter: 0; PfHsp40 yeast: -1.4; Yp Topo-I inh: -2; BH1578 lux ind: inactive; BioA inh: 0.7; FadD28 binding: -3.8

What do the screens show for `COc1cccc(NC(=S)NC(Cc2ccccc2)c2ccccc2)c1` (stereo not drawn)?
TcdB inh: -3.6; FBA Mtb inh: -1; GDH-TPI counter: -4; Yp Topo-I inh: 10; BH1578 lux ind: -0.3; BioA inh: -0.8; FadD28 binding: -8.8

How did CCCCn1c(N)c(N(CC(C)C)C(=O)C2=COCCO2)c(=O)[nH]c1=O do in these assays?
TcdB inh: 0.1; FBA Mtb inh: 5; GDH-TPI counter: 8; PfHsp40 yeast: 0.4; Yp Topo-I inh: 2; BH1578 lux ind: -6.3; BioA inh: -1.2; Mtb UGM inh: 1.7

What do the screens show for `CCOC(=O)c1cc(NC(=O)SCC(=O)O)c(C)nc1C`?
FBA Mtb inh: 3; GDH-TPI counter: -4; PfHsp40 yeast: 1.3; Yp Topo-I inh: -3; BH1578 lux ind: 2.8; BioA inh: -0.5; FadD28 binding: -9.5; Mtb UGM inh: 3.6

What do the screens show for `CC(C)(C)c1ccc2c(c1)C(c1ccc3c(c1)OCO3)CC(=O)O2` (stereo not drawn)?
TcdB inh: -0.3; FBA Mtb inh: -1; GDH-TPI counter: -3; PfHsp40 yeast: 2.8; Yp Topo-I inh: 45; BH1578 lux ind: inactive; BioA inh: -0.1; FadD28 binding: -0.3

How did Cc1cc2ncn(CCC(=O)NC3CCCC3)c2cc1C do in these assays?
TcdB inh: 1.7; FBA Mtb inh: -1; GDH-TPI counter: -1; PfHsp40 yeast: -0.8; Yp Topo-I inh: 10; BH1578 lux ind: inactive; FadD28 binding: -3.1; Mtb UGM inh: 4.4

Results for COc1ccc(OC)c(-c2nc(CN3CCN(C(=O)c4ccco4)CC3)c(C)o2)c1 ?
TcdB inh: -0.1; FBA Mtb inh: 16; GDH-TPI counter: 3; PfHsp40 yeast: -0.6; Yp Topo-I inh: 12; BH1578 lux ind: inactive; BioA inh: 1.1; FadD28 binding: -1.5; Mtb UGM inh: 0.9

Results for Cc1ccc(Nc2nnc(SCC(=O)Nc3ncc(S(=O)(=O)c4ccc([N+](=O)[O-])cc4)s3)s2)cc1 ?
FBA Mtb inh: -1; GDH-TPI counter: 6; PfHsp40 yeast: 0.8; Yp Topo-I inh: -13; BH1578 lux ind: -0.3; FadD28 binding: -1.7; Mtb UGM inh: 0.8

What do the screens show for `O=C(Nc1ccccc1C(=O)NCC1CCCO1)c1ccco1` (stereo not drawn)?
FBA Mtb inh: -1; GDH-TPI counter: 4; PfHsp40 yeast: -0.4; Yp Topo-I inh: -1; BH1578 lux ind: -1.0; BioA inh: -0.6; FadD28 binding: -1.1; Mtb UGM inh: 1.2

Overlap with the part before: 4 compounds; new compounds follow.
How did Cc1cc2ncn(CCC(=O)NC3CCCC3)c2cc1C do in these assays?
TcdB inh: 1.7; FBA Mtb inh: -1; GDH-TPI counter: -1; PfHsp40 yeast: -0.8; Yp Topo-I inh: 10; BH1578 lux ind: inactive; FadD28 binding: -3.1; Mtb UGM inh: 4.4

Results for COc1ccc(OC)c(-c2nc(CN3CCN(C(=O)c4ccco4)CC3)c(C)o2)c1 ?
TcdB inh: -0.1; FBA Mtb inh: 16; GDH-TPI counter: 3; PfHsp40 yeast: -0.6; Yp Topo-I inh: 12; BH1578 lux ind: inactive; BioA inh: 1.1; FadD28 binding: -1.5; Mtb UGM inh: 0.9

Results for Cc1ccc(Nc2nnc(SCC(=O)Nc3ncc(S(=O)(=O)c4ccc([N+](=O)[O-])cc4)s3)s2)cc1 ?
FBA Mtb inh: -1; GDH-TPI counter: 6; PfHsp40 yeast: 0.8; Yp Topo-I inh: -13; BH1578 lux ind: -0.3; FadD28 binding: -1.7; Mtb UGM inh: 0.8

What do the screens show for `O=C(Nc1ccccc1C(=O)NCC1CCCO1)c1ccco1` (stereo not drawn)?
FBA Mtb inh: -1; GDH-TPI counter: 4; PfHsp40 yeast: -0.4; Yp Topo-I inh: -1; BH1578 lux ind: -1.0; BioA inh: -0.6; FadD28 binding: -1.1; Mtb UGM inh: 1.2

How did CN=C1S/C(=C\c2ccc(Cl)cc2)C(=O)N1C do in these assays?
TcdB inh: 1.8; FBA Mtb inh: 0; GDH-TPI counter: 5; PfHsp40 yeast: 0.1; Yp Topo-I inh: 6; BH1578 lux ind: -0.2; Mtb UGM inh: 0.9

Results for O=C1C(=O)N(Cc2ccncc2)C(c2ccccc2F)/C1=C(\O)c1ccc2c(c1)OCCO2 (stereo not drawn) ?
TcdB inh: 0.3; FBA Mtb inh: 2; GDH-TPI counter: 8; PfHsp40 yeast: 14; Yp Topo-I inh: -9; BH1578 lux ind: inactive; BioA inh: 1.0; FadD28 binding: -0.4; Mtb UGM inh: 0.3

Results for O=C(c1ccccc1Br)N1CCN(c2ccc([N+](=O)[O-])c(N3CCOCC3)c2)CC1 ?
TcdB inh: -0.7; FBA Mtb inh: -9; GDH-TPI counter: 11; PfHsp40 yeast: 0.9; Yp Topo-I inh: 38; BH1578 lux ind: inactive; FadD28 binding: -1.7; Mtb UGM inh: 1.7

How did CC(=O)c1ccc(NC(=S)NC(NC(=O)c2ccco2)C(Cl)(Cl)Cl)cc1 (stereo not drawn) do in these assays?
FBA Mtb inh: 1; GDH-TPI counter: -4; PfHsp40 yeast: 1.0; Yp Topo-I inh: -17; BH1578 lux ind: inactive; BioA inh: 0.9; FadD28 binding: -7.1; Mtb UGM inh: 0.7

How did COc1ccc2c(C(=O)CN3CCN(CCO)CC3)c[nH]c2c1 do in these assays?
FBA Mtb inh: 0; GDH-TPI counter: 19; PfHsp40 yeast: 0.7; Yp Topo-I inh: -1; BH1578 lux ind: -0.5; FadD28 binding: -0.9; Mtb UGM inh: 7.7

How did CCOc1ccc2oc(C(=O)Nc3ccc4c(c3)OCO4)c(C)c2c1 do in these assays?
TcdB inh: 0.0; FBA Mtb inh: 2; GDH-TPI counter: 5; PfHsp40 yeast: 0.2; Yp Topo-I inh: 13; BH1578 lux ind: -0.6; BioA inh: 2.0; FadD28 binding: -3.2; Mtb UGM inh: -1.1

Results for COc1ccc(NC(=O)C2(C)CCN2CCc2ccccc2)cc1OC (stereo not drawn) ?
TcdB inh: 0.7; FBA Mtb inh: 3; GDH-TPI counter: 21; Yp Topo-I inh: 6; BH1578 lux ind: inactive; BioA inh: -0.8; FadD28 binding: 0.1

What do the screens show for `COc1ccc(OC)c(S(=O)(=O)Nc2ccc3[nH]c(=O)[nH]c3c2)c1`?
TcdB inh: 0.7; FBA Mtb inh: 2; GDH-TPI counter: -6; PfHsp40 yeast: 1.1; Yp Topo-I inh: 4; BH1578 lux ind: -0.6; BioA inh: -1.0; Mtb UGM inh: 1.1

Results for COc1cc(C=O)cc(Br)c1OCC(N)=O ?
TcdB inh: 2.0; FBA Mtb inh: 0; GDH-TPI counter: -6; PfHsp40 yeast: -0.6; Yp Topo-I inh: -1; BH1578 lux ind: -0.3; FadD28 binding: -2.0; Mtb UGM inh: -0.3

What do the screens show for `CCOC(=O)c1cc2c(=O)n3cccc(C)c3nc2n(Cc2ccco2)c1=NC(=O)c1ccccc1`?
TcdB inh: -0.4; FBA Mtb inh: active; GDH-TPI counter: 9&7; PfHsp40 yeast: 0.1&2.4; Yp Topo-I inh: -4&6; BH1578 lux ind: inactive; BioA inh: -0.4; FadD28 binding: -4.9&-5.5; Mtb UGM inh: 1.4

What do the screens show for `COc1ccc(OCC(O)CNC(C)c2ccccc2)cc1` (stereo not drawn)?
TcdB inh: -9.2; FBA Mtb inh: -1; GDH-TPI counter: 2; PfHsp40 yeast: -1.8; Yp Topo-I inh: 4; BH1578 lux ind: -0.9; BioA inh: -0.6; FadD28 binding: -2.4; Mtb UGM inh: 1.9

Results for CS(=O)(=O)c1ccc(-c2csc(C(O)c3cccc(Cl)c3)n2)cc1 (stereo not drawn) ?
TcdB inh: 1.8; FBA Mtb inh: 0; GDH-TPI counter: -8; Yp Topo-I inh: -1; BH1578 lux ind: -0.6; BioA inh: 0.6; FadD28 binding: -7.0

How did CSc1nc(C)c(Br)c(N2CC2)n1 do in these assays?
TcdB inh: 0.7; FBA Mtb inh: 4; GDH-TPI counter: 14; PfHsp40 yeast: 1.2; Yp Topo-I inh: 3; BH1578 lux ind: inactive; BioA inh: 2.5; FadD28 binding: -1.9

How did CC1(C)C2CCC(CN)C1C2 (stereo not drawn) do in these assays?
TcdB inh: -3.4; FBA Mtb inh: -1; GDH-TPI counter: 8; Yp Topo-I inh: 2; BH1578 lux ind: inactive; BioA inh: -0.5; FadD28 binding: -0.6

Results for CCc1c(C)nc(SCC(=O)N2CCCCC2)[nH]c1=O ?
TcdB inh: 1.2; FBA Mtb inh: 2; GDH-TPI counter: 6; PfHsp40 yeast: -0.3; Yp Topo-I inh: 11; BH1578 lux ind: -0.5; BioA inh: -3.4; FadD28 binding: -0.2; Mtb UGM inh: -1.2

How did CCC(C)N1CC23C=CC(O2)C(C(=O)OCc2ccccc2)C3C1=O (stereo not drawn) do in these assays?
FBA Mtb inh: 5; GDH-TPI counter: 6; PfHsp40 yeast: -0.4; Yp Topo-I inh: 6; BH1578 lux ind: 10; BioA inh: 1.2; FadD28 binding: -1.0; Mtb UGM inh: -0.9

Compound activity: PubChem, several laboratories

An unsorted share of the library, and some 4.6% of all compounds hit somewhere here.
